Screening results as filed in PubChem BioAssay.
Pf growth 96h: P. falciparum growth inhibition at 96 hours | P. falciparum luciferase reporter growth, 96 h | Potency, µM (highest dose often 28.7 µM), without a hit: at the top dose activity change, negative = inhibition, usual class: inhibitors | 6.9% of 320,000 active; note: potency is the fitted concentration of half-maximal effect; % is set by controls: 0 for no effect and ±100 for the full control effect
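Erythrocytes infected with luciferase-expressing P. falciparum were dispensed at 2% hematocrit and 0.05% parasitemia (final), then incubated with compounds 96 hours at 37 C in 5% CO2. Luminescence after detection reagent addition reported growth.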
Sm TGR inh: S. mansoni TGR enzyme inhibition. Q962Y6. purified TGR, DTNB reduction, TNB absorbance 405 nm. Potency, µM (doses to about 114 µM), for inactives: at the top dose activity change, negative = inhibition, usual class: inhibitors. 3% of 360,000 active. AID 485364; note: potency is the fitted concentration of half-maximal effect; % is set by controls: 0 for no effect and ±100 for the full control effect; nearly all actives have a fitted effect of over 60% in size
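TGR 20 nM + NADPH 100 uM (dispensed conc.), cpd preinc 15 min RT; start with NADPH (500 uM addition) then DTNB (15 mM addition). Kinetic TNB absorbance, 405 nm filter. Four-parameter Hill fit across titration.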
Pf growth 48h: P. falciparum growth inhibition at 48 hours (one generation) | P. falciparum luciferase growth in erythrocytes, 48 h | Potency, µM (titrated, usually from 28.7 µM), for the others: at the top dose activity change, negative = inhibition, actives largely listed as inhibitors | 5.9% of 310,000 active | AID 504832; note: potency is the fitted concentration of half-maximal effect; % is set by controls: 0 for no effect and ±100 for the full control effect
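Here the parasites carry a stable luciferase gene and grow inside erythrocytes in Albumax-based RPMI medium with compound for one erythrocytic cycle. Activity is scored as loss of luminescent signal.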
Cycloheximide cs: affects cycloheximide protein synthesis inhibition readout, counter-screen; cell reporter, cycloheximide protein synthesis inhibition counterscreen; max response, %; 12% of 300,000 active; in the data active = max response mostly above about 13%, no sharp cut-off; inactive = mostly below about 14%; note: read at 38.3 µM for the half of the compounds with a filed dose; 0% is about no effect
Giardia FBPA inh: blocks Giardia fructose-bisphosphate aldolase activity; purified Giardia FBPA; A8B2U2; Potency, µM (doses to about 59.6 µM), for inactives: at the top dose activity, negative = inhibition, hits mostly inhibitors; 0.71% of 290,000 active; note: potency is the fitted concentration of half-maximal effect; % is set by controls: 0 for no effect and ±100 for the full control effect; nearly all actives have a fitted effect of over 55% in size
Target sequence (A8B2U2 whole entry, looked up): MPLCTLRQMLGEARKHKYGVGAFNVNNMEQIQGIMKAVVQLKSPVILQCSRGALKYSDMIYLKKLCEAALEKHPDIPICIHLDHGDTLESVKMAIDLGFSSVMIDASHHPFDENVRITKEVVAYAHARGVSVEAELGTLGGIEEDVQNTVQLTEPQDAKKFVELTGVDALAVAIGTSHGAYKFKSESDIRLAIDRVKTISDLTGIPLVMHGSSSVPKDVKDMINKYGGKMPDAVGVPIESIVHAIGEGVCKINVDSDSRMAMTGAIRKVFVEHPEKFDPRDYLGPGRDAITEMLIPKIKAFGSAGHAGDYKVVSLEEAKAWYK
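40 nM FBPA preincubated 10 min at RT with compound (up to 57.5 uM final), then substrate plus GAPDH/TPI/NAD/arsenate coupling and diaphorase/resazurin added. Fluorescence read after 20 min at RT, 525/598 nm.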
Shiga toxin inh: blocks Shiga toxin action in Vero cells; Vero cells, Shiga toxin protein synthesis inhibition reporter; inhibition, % at 38.7 µM; 9.2% of 290,000 active; in the data active = inhibition mostly above about 28%, no sharp cut-off; inactive = mostly below about 43%; note: 0% is about no effect
Active calls of the source: *; u = inconclusive; x = not tested or not shown; [ ] = dose if it differs, or a comment. Unless noted, calls come from the whole dose curve; as a rule, active = well fitted curve in the direction sought with a large enough effect; inconclusive = small, poorly fitted or top-dose-only effect, or another doubt; inactive = no such curve, though single readings can be large; an effect the other way counts as inactive or inconclusive.

Structure	Pf growth 96h	Sm TGR inh	Giardia FBPA inh	Pf growth 48h	Cycloheximide cs	Shiga toxin inh
CN(C)C(=O)CCSc1nnc(-c2ccncc2)o1	0%	-20%	9%	33%[activator]	7	22
COc1ccc(C2NS(=O)(=O)N=C2N)cc1 (configuration not stated)	40%[activator]	0%	6%	3%	12	-14
COC(=O)CN1C(=O)[C@H]2[C@@H](c3ccc(C)o3)N3C(=O)CN(CC4CC4)C(=O)[C@@]3(C)[C@H]2C1=O	1%	16µM*	8%	0%	-3	15
COc1cccc2cc(CC(=O)c3cc(C)ccc3C)c(=O)oc12	6%	-6%	0%	u	28*	71*
Cc1cc(C)n(-c2ccc(Cl)c(C(=O)OCC(N)=O)n2)n1	x	-4%	4%	20%	8	-13
Cc1ccc2c(c1)N(CC(=O)NCCCc1ccccc1)C(=O)c1cccnc1O2	51%[activator]	-19%	8%	0%	-3	8
CCC1=NN2C(=N)/C(=C\c3ccc(SCc4ccco4)o3)C(=O)N=C2S1	u	50µM*	-11%	x	-4	1
C=CCOC(=O)C1=C[C@@H](c2csc3ccccc23)C[C@@H](OCc2ccc(CO)cc2)O1	13µM*	u	-18%	u	7	-1
COc1ccc(C2SCCN2C(=S)Nc2ccc(F)cc2)cc1 (configuration not stated)	u	-12%	-15%	u	0	-3
Nc1ccc2oc(=O)c3ccccc3c2c1	27%	6%	2%	151%[activator]	2	23
COc1cc(CNCCN2CCOCC2)ccc1OCc1ccc(Cl)cc1Cl	2.3µM*	0%	-13%	9.3µM*	-7	-16
Cc1ccc(NC(=O)CSCC#N)cc1	x	-25%	4%	22%	9	18
O=C(O)CC(c1ccccc1)n1cccc1 (configuration not stated)	u	-12%	10%	16%	-1	-11
COc1ccc(S(=O)(=O)Cc2ccc(C(=O)N3CCc4ccccc4C3)o2)cc1	-28%	20µM*	1%	x	5	1
O=C(CSc1ccccn1)Nc1ccccc1F	8%	0%	0%	53%[activator]	11	7

Structure	Pf growth 96h	Sm TGR inh	Giardia FBPA inh	Pf growth 48h	Cycloheximide cs	Shiga toxin inh
Cc1cc2nnc(SCC(=O)NC3CCCCC3)n2c(N)n1	24%	7%	2%	5%	-7	23
Cc1c(C(=O)N2CCCC2)c(S(=O)(=O)N2CCCCC2)c(C)n1C	-15%	6%	-5%	4%	7	9
Nc1ccccc1SC/C=C/CSc1ccccc1N	48%[activator]	-4%	5%	x	37*	68*
N#Cc1nc(-c2ccc(Cl)cc2)oc1NCc1ccco1	x	-23%	0%	26%	28*	91*
COc1ccc(N(CC(=O)Nc2ccccc2C)S(=O)(=O)c2c(C)[nH]c(=O)[nH]c2=O)cc1	-9%	2%	2%	-6%	2	-1
CN(C)CCCNc1ncc(C(F)(F)F)cc1Cl	1%	1%	2%	-1%	-4	-9
Cn1c(SCC(=O)N2CCOCC2)nnc1-c1ccc(NC(=O)c2ccccc2F)cc1	x	4%	3%	31%[activator]	-4	-9
CCOc1cc(/C=C2\SC(=Nc3ccccc3)N(c3ccccc3)C2=O)ccc1OCC(=O)O	u	-10%	22%	u	-4	-13
COc1ccc(C)cc1NC(=O)N1CCC2(CC1)OCCO2	79%[activator]	9%	2%	u	-1	1
COc1ccc([C@H]2CC(=O)C=C(c3cccc4c3Oc3ccccc3S4)C2)cc1OC	u	4%	x	u	x	x
COc1ccccc1CNC(=O)COC(=O)Cc1c(Cl)cccc1Cl	-8%	-4%	0%	5%	-7	-6
C/C(=N\NC(=O)c1cccc(Br)c1)c1cccnc1	-29%	8%	24%	38%[activator]	23*	51*
CCC(C)(C)n1nnnc1C(c1cc2ccc(OC)cc2[nH]c1=O)N1CCN(C2CCCCC2)CC1 (configuration not stated)	x	u	-7%	10µM*	-6	-17
O=C(c1ccc(S(=O)(=O)N2CCCC2)cc1)N(c1ccccc1)C1C=CS(=O)(=O)C1 (configuration not stated)	-17%	-24%	2%	u	-1	-12
CC(=O)N(C)N1c2ccccc2CCc2ccccc21	-13%	-1%	-3%	5%	-5	-9

Structure	Pf growth 96h	Sm TGR inh	Giardia FBPA inh	Pf growth 48h	Cycloheximide cs	Shiga toxin inh
O=C(NCCN1CCN(Cc2ccccc2)CC1)C1c2ccccc2C(=O)N2CCc3ccccc3C12 (configuration not stated)	0%	-31%	7%	u	-4	-10
O=C(CC1C(=O)NCCN1Cc1ccc(-c2ccccc2)cc1)NCc1ccccc1 (configuration not stated)	6.6µM*	u	-22%	-6%	-3	-7
CCCCOc1ccc(N2C(=O)CC(N(O)c3ccccc3)C2=O)cc1 (configuration not stated)	-6%	0%	2%	31%[activator]	9	29
O=C(NCCCN1CCOCC1)C1COc2ccccc2O1 (configuration not stated)	97%[activator]	10%	x	30%	0	-7
COc1ccc(CCNc2nc(-c3sc(C)nc3C)cs2)cc1OC	u	0%	u	x	10	10
NC(=O)C1CCN(C(=O)c2ccc(NS(=O)(=O)c3ccc(F)c(F)c3)cc2)CC1	24%	-1%	x	29%	x	x
Cc1ccc(C(=O)NCN2CCN(c3ccc(F)cc3)CC2)cc1	-26%	u	x	-15%	x	x
COCc1nc2ccccc2n1Cc1c(F)cccc1Cl	u	9%	4%	u	-1	-16
CC(=O)c1cc2c(cc1NC(=O)Cn1nc(C)c(C)c(C#N)c1=O)OCO2	8%	-7%	x	u	x	x
O=C(NCc1nc2ccccc2[nH]1)C1=C[C@@H](c2ccc3c(c2)OCO3)C[C@@H](OCc2ccc(CO)cc2)O1	u	8%	4%	9.3µM*	2	16
O=C(NCc1cccnc1)c1cc(C(=O)C2CC2)c[nH]1	u	0%	0%	403%[activator]	-1	27
CCOc1cccc(=O)c2c(C)n(Cc3ccccc3)c(C)c12	27%	x	-4%	u	-1	11
CCN(C(=O)CSc1nc2ccccc2c(=O)n1-c1cccc(C)c1)C1CCS(=O)(=O)C1 (configuration not stated)	-17%	3%	2%	-15%	1	-7
NS(=O)(=O)c1ccc(NC(=O)c2cccc(N3C(=O)c4ccccc4C3=O)c2)cc1	11%	-30%	-7%	9%	-6	4
CCOC(=O)c1ccc(NC(=O)/C=C/c2cccs2)cc1	u	2%	-9%	u	46*	109*

In another format: results already given
Every second line gives: Pf growth 96h | Sm TGR inh | Giardia FBPA inh | Pf growth 48h | Cycloheximide cs | Shiga toxin inh
O=C(CC1C(=O)NCCN1Cc1ccc(-c2ccccc2)cc1)NCc1ccccc1 (configuration not stated)
→ 6.6µM* | u | -22% | -6% | -3 | -7
CCCCOc1ccc(N2C(=O)CC(N(O)c3ccccc3)C2=O)cc1 (configuration not stated)
→ -6% | 0% | 2% | 31%[activator] | 9 | 29

New compounds follow.
Structure	Pf growth 96h	Sm TGR inh	Giardia FBPA inh	Pf growth 48h	Cycloheximide cs	Shiga toxin inh
COc1cc2c(c(O)c1OC)C(=O)C(OC)CCC2 (configuration not stated)	-18%	-25%	-3%	u	17	1
Cc1cc(C(=O)Nc2ccc(C)c(S(=O)(=O)N3CCOCC3)c2)c2ccccc2n1	u	-10%	x	u	x	x
COc1cccc(CN2C(=O)C(C)N(C(=O)c3c(F)cccc3F)c3ccccc32)c1 (configuration not stated)	6.6µM*	-24%	-4%	9.3µM*	3	17
OC(CNCC#Cc1ccccc1)c1ccccc1 (configuration not stated)	-24%	-14%	1%	u	-1	23
COc1cccc(C2CNC3(CCCC(C)C3)c3[nH]c4ccccc4c32)c1OC (configuration not stated)	9.3µM*	-7%	1%	x	-1	-3
Cc1cc(C)c(OCC(=O)Nc2nnc(C3CC3)s2)c(C)c1	7%	-1%	x	-19%	x	x
Cn1c(=O)n(CCOc2ccccc2Cl)c2ccccc21	18%	-1%	-6%	u	50*	79*
COc1cccc(CCNC(=O)COc2cccc3c2OC(C)(C)C3)c1	u	7%	x	u	x	x
O=C(Nc1ccc2c(c1)CCC2)c1ccc(Br)o1	x	-23%	-21%	107%[activator]	44*	76*
Fc1ccc(-n2nnc(-c3ccccc3Cl)n2)cc1	u	0%	-18%	16%	2	-9
COc1ccc(/C=N\NC(=O)COc2ccc(Cl)cc2Cl)c(C(=O)O)c1OC	u	0%	25%	6%	-4	-7
CCC(C)C(=O)Nc1cc(C(=O)OC)cc(C(=O)OC)c1 (configuration not stated)	-9%	0%[11.4 µM]	5%	x	-2	-6
COC(=O)c1ccccc1NC(=O)CSc1nnc(CNS(=O)(=O)c2ccc(C)cc2)n1C	x	-3%	-3%	3%	2	-26
CCOc1cc2[nH]c(=S)n(Cc3ccc(C(=O)NCC(OC)OC)cc3)c(=O)c2cc1OCC	u	2%	15%	u	-4	-16
CCN1CCc2c(sc(NC(=O)COc3ccccc3)c2C(=O)OC)C1	0%	8%	-2%	15µM*	-1	-14

Profiles, looked up by structure. Order of screens: Pf growth 96h	Sm TGR inh	Giardia FBPA inh	Pf growth 48h	Cycloheximide cs	Shiga toxin inh
`O=C(O)CC(c1ccccc1)n1cccc1` (configuration not stated) is listed with u	-12%	10%	16%	-1	-11
`O=C(CC1C(=O)NCCN1Cc1ccc(-c2ccccc2)cc1)NCc1ccccc1` (configuration not stated) is listed with 6.6µM*	u	-22%	-6%	-3	-7
`COc1cc2c(c(O)c1OC)C(=O)C(OC)CCC2` (configuration not stated) is listed with -18%	-25%	-3%	u	17	1
`COc1ccc(C2SCCN2C(=S)Nc2ccc(F)cc2)cc1` (configuration not stated) is listed with u	-12%	-15%	u	0	-3

Continued.
Structure	Pf growth 96h	Sm TGR inh	Giardia FBPA inh	Pf growth 48h	Cycloheximide cs	Shiga toxin inh
COCc1nnc(NC(=O)c2ccc(S(=O)(=O)N(CC(C)C)CC(C)C)cc2)o1	19%	-1%	u	-16%	-4	-6
CC(=O)Nc1ccc(S(=O)(=O)N2CCC(N3CCCCCC3)CC2)cc1	-25%	-19%	-26%	127%[activator]	1	-28
Cc1c(C(=O)N2CCCc3ccccc32)oc2ccccc12	u	-5%	-12%	u	19*	34
CC(C)(C)NC(=O)COC(=O)c1ccc(Cl)c(S(N)(=O)=O)c1	20%	1%	3%	16%	8	-1
CCC1Oc2ccccc2N(Cc2ccccc2C)C1=O (configuration not stated)	-10%	2%	6%	x	-4	9
CCCOC(=O)c1ccc(NC(=O)c2cc(Cl)ccc2OC)cc1	u	15%	-1%	-14%	-4	-10
COc1ccc(OC)c(NC(=O)CCCC(=O)NC2CCCCC2)c1	u	-1%	-2%	6%	1	-10
O=C(Nc1ccc([N+](=O)[O-])cc1)C1C(c2ccccc2)=C1c1ccccc1	17%	0%	1%	12%	-2	-8
CC[N+]1(C)[C@@H]2CC[C@H]1CC(OC(=O)[C@H]1CCC(C(=O)OC3C[C@H]4CC[C@@H](C3)[N+]4(C)CC)(c3ccccc3)c3ccccc31)C2 (some centres not stated)	8.3µM*	50µM*	x	10µM*	x	x
CCCCNC(=S)NNC(=O)c1csc(CC)c1	163%[activator]	-21%	3%	156%[activator]	9	34*
CC(C)C[C@@H]1NC(=O)[C@H](Cc2ccccc2)N(C)C(=O)[C@H](C)NC(=O)c2ccccc2NC(=O)[C@H](Cc2ccc(O)cc2)N(C)C1=O	u	-2%	-8%	3.7µM*	-7	4
Cn1c(NC(=O)c2ccc(C(C)(C)C)cc2)cc(=O)n(C)c1=O	-2%	-1%	-12%	-9%	2	-5
Cc1cc2c(NC(=O)Nc3ccccc3)cccc2nn1	13µM*	u	5µM*	u	5	20
CC(C)(C)OC(=O)CNC(=O)c1[nH]cnc1C(=O)NCCCCCN	58%[activator]	-10%	x	17%	x	x
CCOC(=O)c1cnc(-c2ccccc2)nc1Oc1ccc(C)cc1	u	2%	-9%	3.3µM*	0	7
CCc1ccc(N2C(=O)C(Cl)=C(N3CCOCC3)C2=O)cc1	23%	4%	1%	-24%	-2	10
COc1ccccc1CNC(=O)COc1ccc([N+](=O)[O-])cc1	32%[activator]	3%	4%	-27%[5.75 µM]	1	-6
CN(C)C=NC(=O)c1cccn1-c1ncc(C(F)(F)F)cc1Cl	47%[activator]	-1%	2%	u	-2	-13

Rows are unselected; overall some 24% were active at least once.
